Screening data as filed in PubChem.
TPT1 inhibitor = inhibitors of Candida albicans tRNA 2'-phosphotransferase TPT1; actives 0.81% (n = 300,000); inhibition, % at 5 µM; recombinant caTPT1, FP RNA substrate dephosphorylation;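 active means inhibition above the mean of all tested compounds plus 3 SD, set per screening campaign, cut at about 24% in these data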;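 further: plate controls were DMSO alone for no effect and ferristatin control at 100 nM for full effect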
CTSL1 counter = counter-screen for PFM18AAP inhibitors: inhibitors of F. hepatica cathepsin L1. recombinant F. hepatica cathepsin L1, Z-Leu-Arg-MCA fluorescence. inhibition, % at 5.96 µM. actives 0.49% (n = 300,000). AID 1906;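 active means inhibition above the mean of all tested compounds plus 3 SD, set per screening campaign, cut at about 17% in these data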;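 further: 0% = plate median of test compound wells and 100% = 1 µM Z-Phe-Ala-diazomethylketone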
Efflux pump mplx = antifungal efflux pump inhibition, Nile Red retention; S. cerevisiae Candida pump triplex; inhibition, % at 10 µM; actives 0.44% (n = 330,000); AID 485275;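 active means plate passing quality check with inhibition over a set limit, or well fluorescence over plate mean plus 4 SD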;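 further: Nile Red retained in pooled yeast measured as flow cytometry median fluorescence; 0% = buffer negative control and 100% = Enniatin B positive control; higher means more Nile Red kept so more efflux inhibition; some compounds called inactive have numbers as strong as hits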
PP5 inh = blocks human protein phosphatase 5 activity; P53041; purified PP5c, OMFP substrate fluorescence; inhibition, % at 6.7 µM; actives 0.18% (n = 320,000);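 active means inhibition above the campaign's mean inhibition across all tested compounds plus 3 SD, cut at about 9.5% in these data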;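 further: 0% = DMSO only and 100% = 100 µM cantharidin control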
LYPLA2 inh = counter-screen for PME1 inhibitors: inhibitors of human LYPLA2; O95372; recombinant LYPLA2, FP-Rh probe fluorescence polarization; inhibition, % at 5.9 µM; actives 0.38% (n = 320,000);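 active means inhibition above the screen-wide mean plus 3 SD, limit set per campaign, cut at about 26% in these data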;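 further: 0% = LYPLA2 with DMSO and 100% = wells lacking LYPLA2 enzyme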
Target sequence (O95372 whole entry, looked up): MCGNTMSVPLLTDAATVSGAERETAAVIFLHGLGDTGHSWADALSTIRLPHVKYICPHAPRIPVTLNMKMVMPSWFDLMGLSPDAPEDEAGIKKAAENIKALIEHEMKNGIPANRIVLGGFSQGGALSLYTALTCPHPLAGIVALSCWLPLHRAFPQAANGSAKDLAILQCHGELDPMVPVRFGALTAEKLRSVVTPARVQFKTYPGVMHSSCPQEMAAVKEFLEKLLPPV
JMJD2C inh = inhibitors of human GASC-1 (JMJD2C) demethylase | inhibition, % at 2.35 µM | Q9H3R0 | GST-JMJD2C(1-420) H3K9me3 demethylation, DELFIA europium | AID 2099 | actives 0.069% (n = 330,000);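 active means more than half of a compound's replicate wells show inhibition beyond 50%, single wells judged on their own value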;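 further: signal counts dimethyl H3K9 product captured on neutravidin plate; 0% = median of DMSO wells and 100% = 0.3 times that DMSO median; strong numbers were not always called active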
Target sequence (Q9H3R0 1-420 limits assumed): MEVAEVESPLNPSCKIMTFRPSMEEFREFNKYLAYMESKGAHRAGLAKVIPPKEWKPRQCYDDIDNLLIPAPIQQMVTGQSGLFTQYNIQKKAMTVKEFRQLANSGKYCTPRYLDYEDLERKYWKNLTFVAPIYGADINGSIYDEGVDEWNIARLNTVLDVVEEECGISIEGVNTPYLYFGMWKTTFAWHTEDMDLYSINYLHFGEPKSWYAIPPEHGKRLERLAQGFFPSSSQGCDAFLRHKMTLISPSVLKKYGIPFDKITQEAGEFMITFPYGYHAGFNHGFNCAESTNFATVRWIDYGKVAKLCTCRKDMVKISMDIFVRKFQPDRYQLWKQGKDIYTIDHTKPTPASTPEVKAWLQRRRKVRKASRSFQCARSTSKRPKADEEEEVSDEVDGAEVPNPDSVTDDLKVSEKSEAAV
HCV core dimer = blocks dimerization of HCV core protein; inhibition, % at 5 µM; actives 0.33% (n = 300,000); TR-FRET GST/Flag-core106 dimerization, 1536-well;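 active means inhibition above the mean of all tested compounds plus 3 SD, set per screening campaign, cut at about 45% in these data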
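assay system = GST-tagged and Flag-tagged HCV core protein residues 1-106 | controls = unlabelled core106 and no-GST-core106 wells | incubation = compound-protein-antibody incubation 4 h at 22.5 °C | probe or stimulus = Eu donor and XL665 acceptor anti-tag antibodies | read-out = % inhibition based on acceptor/donor emission ratio | signal = TR-FRET 671 and 617 nm emission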
PREPL inh = inhibitors of human prolyl oligopeptidase-like enzyme PREPL; recombinant PREPL, fluorescence polarization activity-based probe; inhibition, % at 5.96 µM; actives 0.68% (n = 320,000); AID 2751; in the data active means inhibition above about 43%;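 further: 0% = enzyme with DMSO and 100% = wells lacking enzyme; many of its hits are not listed in these tables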
PP1 inh = counter-screen for PP5 inhibitors: inhibitors of human PP1-alpha. purified PP1alpha, OMFP fluorescence. P62136. actives 0.9% (n = 320,000). inhibition, % at 6.7 µM;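 active means inhibition above the mean inhibition of all tested compounds plus 3 SD, computed separately for each screening campaign, cut at about 15% in these data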
Target sequence (P62136 whole entry, looked up): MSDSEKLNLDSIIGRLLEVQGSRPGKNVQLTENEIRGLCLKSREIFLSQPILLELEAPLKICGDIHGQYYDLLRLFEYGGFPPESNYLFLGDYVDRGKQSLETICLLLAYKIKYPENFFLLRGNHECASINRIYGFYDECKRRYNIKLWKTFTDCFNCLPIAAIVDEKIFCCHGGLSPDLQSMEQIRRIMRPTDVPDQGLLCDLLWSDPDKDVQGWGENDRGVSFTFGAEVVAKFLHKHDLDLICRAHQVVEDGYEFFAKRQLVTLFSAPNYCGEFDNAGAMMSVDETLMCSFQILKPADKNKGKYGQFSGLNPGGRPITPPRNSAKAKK
* = called active by the depositor; / = not tested or not shown; & = joins results of further samples. Some of the compounds tested; rates above refer to the full screens.

smiles,PREPL inh,PP5 inh,TPT1 inhibitor,Efflux pump mplx,CTSL1 counter,LYPLA2 inh,JMJD2C inh,PP1 inh,HCV core dimer
CC1(C)CC(=O)C(C(C2=C(O)CC(C)(C)CC2=O)c2cccs2)C(=O)C1 (stereo not given),-0.1,2.5,-6.5,-0.1,-1.1,2.1,-3.1,7.2,-10.8
N#Cc1ccc(-c2ccc3c(c2)OCO3)nc1SCC(=O)OCc1ccccc1,30.6,2.5,7.4,-0.1,0.0,-9.6,-1.0,17.6*,14.7
O=C(CNC(=O)c1cc2c(n(-c3ccccc3)c1=O)CCCC2=O)c1ccccc1,7.7,3.5,-7.1,-0.1,-2.1,11.2,-2.3,-1.0,-6.6
CC(C)C(=O)Nc1cccc(NC(=O)c2ccc(Cl)cc2Cl)c1,-10.0,1.7,-6.0,-0.1,-2.7,1.9,4.8,-3.8,-2.9
COc1ccc(S(=O)(=O)N(C)CC(=O)NCc2cccnc2)cc1OC,9.6,1.1,-1.9,-0.1,-1.1,3.7,0.5,1.5,-1.9
O=C(c1ccncc1)c1ccc(NC(=O)c2cccs2)cc1,-16.1,0.4,0.2,-0.1,-0.7,8.4,-3.6,-8.4,-0.8
O=C(CSc1n[nH]c(=O)n1-c1cccnc1)Nc1ccccc1Cl,-8.8,-2.3,2.5,-0.2,-3.4,4.0,-1.9,-0.1,-2.4
CC(CN1CCCCC1)OC(=O)/C=C/c1ccccc1 (stereo not given),4.2,1.5,1.0,0.0,-1.9,2.9,18.6,-0.8,-1.7
Cc1nn(C)c(Cl)c1/C=N/OC(=O)c1ccc(F)cc1,19.1,-3.3,-2.2,-0.1,3.2,8.5,8.6,-3.5,-7.5
Oc1ccc2nnc3c(Br)cnn3c2c1,-10.5,0.8,-63.2,-0.1,0.8,1.8,11.6,-4.8,-13.9
CCOC(=O)c1nc(C)n(-c2ccc([N+](=O)[O-])cc2)n1,-2.5,1.3,-1.7,-0.1,-0.3,-4.9,3.7,-0.3,0.9
O=C(O)/C(=N/NC(=O)c1ccc(Cl)cc1)c1ccccc1,-7.2,2.4,4.8,0.0,6.2,7.9,9.2,-4.5,-0.3
c1csc(-c2nc(NCCCN3CCOCC3)c3ccccc3n2)c1,-6.8,-0.1,2.1,0.1,0.7,-0.3,1.1,0.6,1.8
CC(C)c1cc(=O)[nH]c(SCC(=O)NC2CCCC2)n1,5.3,3.3,-4.4,-0.1,1.4,5.1,3.9,-3.5,5.5
COCc1[nH]nc2c1C(c1cccc(OC)c1)C(C#N)=C(N)O2 (stereo not given),-5.4,0.3,-4.7,-0.1,8.0,-0.6,11.4,-3.4,-4.8
Cn1cccc1Cc1nnc(SCC(=O)NCc2ccc3c(c2)OCO3)n1CCc1ccccc1,12.1,-2.4,2.6,0.1,8.6,-2.8,1.9&-10.4,-1.5,5.3
CCCn1nc(C(=O)N2CCc3ccccc32)c2ccccc2c1=O,17.5,1.6,/,0.0,/,-1.2,/,-2.8,/
CC1CCCCC1NC(=O)CSc1nnnn1-c1ccccc1 (stereo not given),1.6,2.3,-4.4,0.1,-1.0,2.8,147.6,-5.2,-2.7
CN(CCC#N)C(=S)Nc1ccc(Oc2ccccc2)cc1,-3.0,-0.5,1.0,0.2,0.7,-3.9,-55.9,-2.1,-9.9
COC(=O)COc1ccc(NC(=O)C(c2ccccc2)c2ccccc2)cc1,4.0,3.3,-3.2,0.1,6.0,-6.9,-4.1,-5.6,3.8

Additional entries:
smiles,PREPL inh,PP5 inh,TPT1 inhibitor,Efflux pump mplx,CTSL1 counter,LYPLA2 inh,JMJD2C inh,PP1 inh,HCV core dimer
CNC(=S)N1CCN(c2ccc(OC)cc2)CC1,5.4,3.5,2.9,0.1,-1.8,2.5,3.3,-2.2,-4.5
NNc1nc(-c2ccccc2)nc(-c2ccccc2)c1Br,-1.1,4.5,-1.6,0.0,-4.7,-14.1,0.8,1.7,-4.1
COc1cnc(NS(=O)(=O)c2ccc(N)cc2)nc1,7.0,1.3,-2.9,0.0,-2.0,-1.7,-21.8,2.5,-4.6
O=C(O)CC1S/C(=N/N=C2CCCCC2)N(c2ccccc2)C1=O (stereo not given),-1.7,1.4,-2.3,0.6,-1.3,-0.5,3.8,-0.9,-0.1
Cc1cc(NC(=O)COC(=O)C2CCN(S(=O)(=O)c3ccc(Cl)cc3)CC2)no1,-10.4,3.9,2.6,0.0,-4.7,2.7,-10.4,-0.5,2.6
CCOc1ccc(-n2c(SCC(=O)O)nc3sc4c(c3c2=O)CCCC4)cc1,3.5,1.2,-1.1,-0.1,-0.9,2.6,6.3,0.3,3.6
O=C(OCc1nc2ccccc2s1)c1ccccc1O,-4.5,-3.1,2.5,0.0,0.6,-0.1,-7.0,3.9,-1.1
O=[N+]([O-])c1ccc(Sc2n[nH]c(-c3ccc(Cl)cc3Cl)n2)nc1,16.2,2.0,2.0,0.2,-1.4,-1.7,-0.1,1.0,9.1
CC1CCC2(CC1)NC(=O)N(CC(=O)N1CCN(S(=O)(=O)c3ccc4c(c3)CCC4)CC1)C2=O (stereo not given),12.9,0.2,/,0.1,/,2.8,-2.5,-4.2,/
Cc1cc2c(=O)n(C)c(SCC(=O)NC3CCCC3)nc2s1,-2.6,0.1,-3.4,0.0,-6.8,-3.9,-7.5,-3.8,3.0
OC(COc1cccc2ccccc12)CN1CCN(c2ccccc2Cl)CC1 (stereo not given),13.2,2.5,-0.7,0.1,0.2,-2.4,-1.7,1.0,-1.8
O=C(c1cccc(Br)c1)N1CCN(c2cnn(-c3ccccc3)c(=O)c2Cl)CC1,8.7,1.1,-1.6,0.0,-0.6,28.2*,4.3,-1.9,2.4
CC(C)(C)C(=O)Nc1nnc(COc2ccc(Cl)cc2)s1,-22.4,2.8,-2.7,-0.1,-1.3,-2.1,-5.0,2.2,4.5
Cc1ccc(NC(=O)COC(=O)c2ccc([N+](=O)[O-])o2)cc1S(=O)(=O)N1CCCCC1,-0.9,-1.1,-0.4,0.1,-10.3,4.4,-0.2,3.0,2.5
Cc1cc(C)n2nc(SCCOc3ccccc3)nc2n1,20.9,0.6,-2.7,0.0,0.5,1.1,12.4,0.8,1.0
O=C(NCCN1CCN(C(=O)c2cccc(Br)c2)CC1)C(=O)Nc1ccc(Br)cc1,30.0,0.7,-2.9,0.0,1.0,7.4,-1.6,-1.2,13.3
O=C(C1CCC(=O)N(C2CCCCCC2)C1)N1CCN(c2ccccc2Cl)CC1 (stereo not given),24.6,-1.0,-22.3,0.2,-0.7,1.4,-4.3,-3.1,6.4
O=C(Nc1ccc(Cl)cc1C(=O)O)c1ccc2c(c1)C(=O)N(Cc1ccco1)C2=O,10.1,1.4,0.6,-0.1,5.5,0.7,-5.2,2.3,17.9
NC(=O)c1c(NC(=O)CSc2nnc(Cc3ccccc3)n2Cc2ccco2)sc2c1CCC2,16.7,2.9,-0.9,-0.2,3.7,2.5,4.4,5.4,5.0
O=C(CCn1c(=O)sc2ccccc21)NCCN1CCOCC1,11.9,-3.1,5.9,0.1,-0.9,4.4,-19.8,2.1,-7.4

Additional records follow:
smiles,PREPL inh,PP5 inh,TPT1 inhibitor,Efflux pump mplx,CTSL1 counter,LYPLA2 inh,JMJD2C inh,PP1 inh,HCV core dimer
CCOC(=O)CSc1nc2sc3c(c2c(=O)n1CC)CC(C)(C)OC3,2.1,-0.7,0.4,-0.1,-3.9,0.9,1.8,-5.5,-3.1
COc1ccc(Cn2c(C3CC3)nc3ccc(NC(=O)c4cccnc4)cc3c2=O)cc1,-14.5,2.1,-2.3,0.0,1.9,-11.7,-9.8,2.3,0.4
CCCCN(CCCC)CCNC(=O)c1cn(CC)c2ccc(S(=O)(=O)N(C)C3CCCCC3)cc2c1=O,10.7,0.1,-0.7,0.1,2.1,4.8,-12.4,-0.5,-1.2
COc1cccc(C2=CC(c3cccs3)n3nnnc3N2)c1 (stereo not given),-76.7,0.5,-6.3,0.0,10.6,-5.4,-15.8,-0.5,12.0
Cc1cc(C)c(C)c(C(=O)C2OC(=O)C(C)(C)C(=O)C2(C)C)c1C (stereo not given),-4.2,0.3,-1.5,0.0,0.0,-3.9,-0.9,-4.1,-2.8
COCCn1c(=N)c(C(=O)NCCc2ccc(OC)cc2)cc2c(=O)n3cccc(C)c3nc21,23.3,-0.1,1.9,-0.2,0.0,-2.3,-10.3,-0.1,10.0
Cc1ccc(NC(=O)CCN2CCN(C/C=C/c3ccccc3)CC2)cc1C,-1.1,5.7,2.6,0.1,3.6,8.4,10.2,-2.5,-7.2
COc1ccc(CC(=O)OCC(=O)Nc2ncc(Cl)cc2Cl)cc1,12.1,4.0,1.5,0.3,-11.1,-7.8,8.3,0.0,32.6
CCOC(=O)c1cnc2c(ccc3ccccc32)c1NCCO,-7.0,4.6,2.0,0.0,2.8,0.8,8.7,0.8,-4.2
Cc1ccccc1OCCC(=O)Nc1cccc(S(=O)(=O)Nc2ccccc2Cl)c1,-17.8,3.5,-1.7,0.3,-1.6,-3.2,1.9,2.4,12.3
CS(=O)(=O)N(Cc1ccc(C(=O)NCCSc2ccccn2)cc1)c1ccccc1,11.5,0.9,-1.6,0.9,0.3,0.6,7.8,-1.8,-4.2
COC(=O)C(C#N)c1nc2ccccc2nc1N1CCN(Cc2ccc3c(c2)OCO3)CC1 (stereo not given),26.2,-3.2,-4.3,0.0,5.4,7.7,-7.7,-2.0,2.4
O=C(COC(=O)c1ccc(Br)o1)NCc1cccs1,15.9,1.3,-2.3,0.3,-11.6,0.9,0.0,-1.8,-9.0
CN(CC(=O)O)S(=O)(=O)c1cccs1,10.6,5.5,2.9,0.2,0.0,-6.1,3.7,-5.2,-6.8
COc1ccc(-c2csc(NC(=O)c3cc(C)oc3C)n2)cc1OC,8.7,5.5,8.8,-0.1,-1.5,-4.3,2.6,2.2,15.5
Cc1ccccc1CNC(=O)CC1C(=O)NCCN1CC1CCCCC1 (stereo not given),14.3,3.3,-3.3,0.2,3.2,4.1,2.9,-1.5,0.2
O=C(NCc1ccco1)C1Cc2cc(Cl)ccc2O1 (stereo not given),0.2,0.9,1.1,0.0,2.6,5.9,108.2,-1.9,15.2
Cc1cc(C)c(NC(=O)CC(C)(C)C)c(Cl)c1,3.7,2.1,-3.8,-0.1,-6.4,2.5,7.1,-4.3,2.4
C=CCn1c(=O)c(C(=O)NCc2ccc3c(c2)OCO3)c(O)c2ccccc21,-3.0,0.6,-3.2,0.1,-2.6,-8.4,13.5,0.8,0.7
CCCCOP(=O)(c1ccc(N(C)C)cc1)C(O)c1cc(OC)c(OC)c(OC)c1 (stereo not given),17.4,3.8,-2.9,-0.1,-4.6,4.4,-4.2,-3.7,-4.6
CC(C)=CCOc1ccc2c(C)c(CC(=O)N3C[C@H]4C[C@@H](C3)c3cccc(=O)n3C4)c(=O)oc2c1C,5.9,1.3,0.6,0.1,6.7,3.8,-10.8,7.7,6.9
Cc1cccc(N=Cc2cc3c(cc2[N+](=O)[O-])OCO3)c1,7.5,-3.9,13.8,0.5,-1.3,-3.8,3.2,-3.0,27.8
CC1CCCN(CCCNC(=O)c2cn(C)c3ccc(S(=O)(=O)N(C)C4CCCCC4)cc3c2=O)C1 (stereo not given),-1.4,2.3,1.9,0.0,-3.0,-1.1,-4.8,6.3,-0.8
